N370S GC mod: inhibitors or activators of N370S glucocerebrosidase for Gaucher disease; P04062; N370S GC spleen homogenate, 4MU-glucoside fluorescence; Potency, µM (series often up to 59.4 µM), for inactives: at the top dose activity change, negative = inhibition, usual class: inhibitors; hit rate 0.092% among 330,000;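 further: 0% = full enzyme activity and -100% = no enzyme basal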
FEN1 inhibitor: human FEN1 inhibition; Potency, µM (top dose mostly 114 µM), inactives show at the highest dose activity change, negative = inhibition, actives largely listed as inhibitors; hit rate 0.35% among 390,000; AID 588795; Recombinant FEN1 flap cleavage, fluorescence, 15 min; further: nearly all actives have a fitted effect of over 65% in size
Target sequence (P39748 whole entry, looked up): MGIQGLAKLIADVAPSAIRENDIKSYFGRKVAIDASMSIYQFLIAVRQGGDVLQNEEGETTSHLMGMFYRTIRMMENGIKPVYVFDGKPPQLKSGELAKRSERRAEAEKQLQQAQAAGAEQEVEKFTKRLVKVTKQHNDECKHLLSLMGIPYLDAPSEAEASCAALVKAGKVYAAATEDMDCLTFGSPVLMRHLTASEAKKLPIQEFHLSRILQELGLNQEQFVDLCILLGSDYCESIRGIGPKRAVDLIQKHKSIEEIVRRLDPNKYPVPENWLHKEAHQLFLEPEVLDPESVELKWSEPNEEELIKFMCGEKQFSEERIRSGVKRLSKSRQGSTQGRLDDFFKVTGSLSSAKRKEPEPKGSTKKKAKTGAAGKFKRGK
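Reaction started by adding substrate (50 nM final) to 10 nM enzyme after 15 min room-temperature compound preincubation. Reads at 0 and 15 min, with data normalized and fitted to a four-parameter Hill equation.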
TDP1 block: blocks human tyrosyl-DNA phosphodiesterase 1; Q9NUW8; recombinant TDP1, AlphaScreen DNA substrate cleavage; Potency, µM (doses to about 130 µM), without a hit: top-dose activity change, negative = inhibition, usual class: inhibitors; hit rate 0.28% among 350,000; AID 485290; further: nearly all actives have a fitted effect of over 40% in size
Target sequence (Q9NUW8 whole entry, looked up): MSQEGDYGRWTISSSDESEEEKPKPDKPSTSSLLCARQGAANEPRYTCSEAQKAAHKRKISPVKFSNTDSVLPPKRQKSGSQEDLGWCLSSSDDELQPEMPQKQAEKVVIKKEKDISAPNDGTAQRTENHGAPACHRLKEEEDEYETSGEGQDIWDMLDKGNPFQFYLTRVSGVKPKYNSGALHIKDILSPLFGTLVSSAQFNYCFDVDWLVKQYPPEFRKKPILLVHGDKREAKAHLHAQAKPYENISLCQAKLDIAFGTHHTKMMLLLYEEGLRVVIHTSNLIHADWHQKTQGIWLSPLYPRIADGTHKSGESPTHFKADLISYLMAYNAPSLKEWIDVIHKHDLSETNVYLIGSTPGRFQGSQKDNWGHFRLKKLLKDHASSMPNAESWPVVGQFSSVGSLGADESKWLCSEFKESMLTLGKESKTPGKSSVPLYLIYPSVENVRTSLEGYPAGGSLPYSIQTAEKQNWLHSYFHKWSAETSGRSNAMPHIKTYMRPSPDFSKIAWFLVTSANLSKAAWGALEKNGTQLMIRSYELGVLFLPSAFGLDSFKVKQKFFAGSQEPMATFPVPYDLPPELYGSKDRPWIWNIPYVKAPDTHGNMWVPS
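Here, a 5' biotin and 3' phosphotyrosine-FITC DNA oligonucleotide reports Tdp1 activity: intact substrate bridges AlphaScreen beads, while cleavage leaves a 3' phosphate and drops signal. All incubations at room temperature.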
* = called active by the depositor; ? = inconclusive; . = no result given; & = joins results of further samples; [ ] = another dose, or the depositor's remark. The call rests on the fitted dose curve; in most records, active means well fitted curve in the direction sought with a large enough effect; inconclusive means small, poorly fitted or top-dose-only effect, or another doubt; inactive means no such curve, though single readings can be large; an effect the other way counts as inactive or inconclusive. Unless noted, on the % scale 0 is the no-effect control and ±100 the full control effect; potency means the concentration at half of the fitted maximal effect. A portion of the library; rates above refer to the full screens.

Values run as follows: N370S GC mod	FEN1 inhibitor	TDP1 block
> CCN1CC=C(c2c[nH]c3ccccc23)CC1
    -4%	-12%	4%
> O=c1[nH]c2sccc2c2ccccc12
    -5%	.	8%
> COC(=O)C(O)(c1ccc(N(C)C)cc1)C(F)(F)F (stereo unspecified)
    0%	17%	0%
> COc1ccc2c(C)c(CCC(=O)N3C[C@H]4C[C@@H](C3)c3cccc(=O)n3C4)c(=O)oc2c1
    -8%	-10%	.
> CC1CCN(C(=O)c2ccc(N3CC4CC(C3)c3cccc(=O)n3C4)c([N+](=O)[O-])c2)CC1 (stereo unspecified)
    -7%	-10%	0%
> O=C1NC(=O)N(c2ccccc2)C(=O)/C1=C\c1ccc([N+](=O)[O-])s1
    -5%	32µM*	4%
> O=C(COC(=O)c1cccc(O)c1)Nc1ccc(Cl)cc1C(=O)c1ccccc1
    2%	-22%	5%
> COC(=O)C1=C(c2ccc(-c3ccccc3)c(F)c2)C[C@@H]2CC[C@H]1N2C(=O)NCc1cccc2ccccc12
    .	-11%	1%
> O=P(NC(c1ccccc1)c1ccccc1)(Oc1ccccc1)Oc1ccccc1
    10%	-3%	3%
> COc1ccc(Nc2ncc(C(=O)N3CCC4(CC3)OCCO4)c3ccccc23)cc1
    -3%	9%	4%
> NCCc1cccc(O)c1
    -2%&-19%	.	6%&6%
> O=C1COc2ccc(C(=O)COC(=O)Cc3ccccc3)cc2N1
    0%	-2%	-1%
> CN1CCN(c2ccc([N+](=O)[O-])c(NCC3CCCO3)c2)CC1 (stereo unspecified)
    7%	1%	-3%
> CCn1c(=N)n(Cc2ccccc2F)c2ccccc21
    -8%	2%	1%
> Cc1cc(C)cc(C(=O)OC2CC3CCC(C2)N3C)c1 (stereo unspecified)
    11%	.	6%
> CN(C)C(=O)On1c(-c2ccccc2)nc2ccc(Cl)cc21
    10%	3%	9%
> CCN(CC)c1ncnc2c1ncn2[C@@H]1O[C@H](COP(=O)(O)OP(=O)(O)C(Br)(Br)P(=O)(O)O)[C@@H](O)[C@H]1O
    2%	.	8%[56.1 µM]
> C=CCSSCC=C
    11%	.	-11%[56.1 µM]
> CCCCn1c(N)c(C(=O)NCc2cccs2)c2nc3ccccc3nc21
    ?	-22%	-5%
> CN(C)CCN(CC1CCCN(Cc2ccccc2F)C1)C(=O)Cc1ccccc1F (stereo unspecified)
    2%	12%	.
> COC(=O)c1ccc(N=C(c2ccccc2)c2c(O)n(C)c(=O)n(C)c2=O)cc1
    -23%	2%	.
> O=[N+]([O-])c1cc([N+](=O)[O-])c2ccccc2c1
    3%	.	20%
> CNC(=O)O/N=C/C(C)(C)S(C)=O (stereo unspecified)
    -19%	-10%	16%
> COCCCn1c(N)c(C(=O)NCCC(C)C)c2nc3ccccc3nc21
    ?	?	?
> COc1ccc(NC(=O)N2CCC3(CC2)OCCO3)cc1
    -11%	3%	1%
> CC12CC[C@H]3[C@@H](CCC4(O)C[C@H](O)CCC34/C=N/NC(=O)c3ccccc3F)C1(O)CCC2C1=CC(=O)OC1 (stereo partly specified)
    -27%	14%	.
> Clc1ccc(Cn2ccnc2)cn1
    5%	-6%	0%
> Oc1cccc(Cl)c1
    9%	.	4%
> CN1CCN(c2c(C#N)c(C(F)(F)F)nn2C)CC1
    8%	13%	6%
> COP(=O)(NC(=O)C(Cl)(Cl)Cl)OC
    -18%	0%	.

Reformatted as tab-separated lines: entries from further up.
smiles	N370S GC mod	FEN1 inhibitor	TDP1 block
Clc1ccc(Cn2ccnc2)cn1	5%	-6%	0%
COC(=O)C(O)(c1ccc(N(C)C)cc1)C(F)(F)F (stereo unspecified)	0%	17%	0%
CN(C)CCN(CC1CCCN(Cc2ccccc2F)C1)C(=O)Cc1ccccc1F (stereo unspecified)	2%	12%	.

4 of the compounds above, with tabs.
SMILES	N370S GC mod	FEN1 inhibitor	TDP1 block
NCCc1cccc(O)c1	-2%&-19%	.	6%&6%
CN1CCN(c2ccc([N+](=O)[O-])c(NCC3CCCO3)c2)CC1 (stereo unspecified)	7%	1%	-3%
COc1ccc2c(C)c(CCC(=O)N3C[C@H]4C[C@@H](C3)c3cccc(=O)n3C4)c(=O)oc2c1	-8%	-10%	.
COc1ccc(Nc2ncc(C(=O)N3CCC4(CC3)OCCO4)c3ccccc23)cc1	-3%	9%	4%

The results go on:
Values run as follows: N370S GC mod	FEN1 inhibitor	TDP1 block
> C[C@]12CC[C@H](O)CC1=CC(=O)C1C2CC[C@]2(C)C(=O)CCC12 (stereo partly specified)
    .	-3%	4%
> COC(=O)C(O)(c1ccc(N(C)S(=O)(=O)c2ccccc2)cc1)C(F)(F)F (stereo unspecified)
    -3%	-11%	6%
> O=C1NC(=O)N(c2ccc3c(c2)OCO3)C(=O)/C1=C/c1ccsc1
    -2%	-3%	1%
> Cc1cc([P+](=O)O)c(C)n1-c1ccc(Br)cc1
    1%	-11%	5%
> Nc1cc(Cl)ccc1Cl
    0%	.	0%
> COC(=O)c1ccc(-n2c(C)nc3ccccc3c2=O)cc1
    -4%	-3%	6%
> Cc1cc(C)c(NC2=NCCCS2)c(C)c1
    6%	7%	-2%
> CCN1CCN(C(=O)COc2ccc3c(c2)C(=O)CC2(CCN(C(C)=O)CC2)O3)CC1
    -3%	-1%	1%
> COC(=O)C1=C(c2cccc(C#N)c2)C[C@@H]2CC[C@H]1N2C(=O)NCc1cc(C)oc1C(F)(F)F
    .	8%	-1%
> O=[N+]([O-])OC1CO[C@H]2C(O[N+](=O)[O-])COC12 (stereo partly specified)
    -3%	.	4%
> CCC(C)(C)O
    -5%	.	6%
> COc1ccc(-c2nn(CCC#N)cc2C(=O)Nc2ccccc2Cl)cc1
    -6%	2%	3%
> c1ccc2nc3ccccc3cc2c1
    19%	?	7%
> COC(=O)C1=C(c2ccc(OC(F)(F)F)cc2)C[C@@H]2CC[C@H]1N2C(=O)N1CCCCC1
    .	?	-3%
> Cc1c(C(=O)Nc2ccccc2)c2cc(O)ccc2n1Cc1ccccc1
    ?	8%	.
> Cc1ccc(N2C(=O)NC(=O)/C(=C\c3cn(CC(=O)O)c4ccccc34)C2=O)cc1
    -12%	-36%	.
> CC(=O)OC1CC[C@]2(C)C(CCC3C2CC[C@]2(C)C(C4=CC(=O)OC4)C(OC(C)=O)CC32O)C1 (stereo partly specified)
    6%	.	8%[56.1 µM]
> CC(C)c1ccc(C(O)P(=O)(OCc2ccccc2)c2ccc(N(C)C)cc2)cc1 (stereo unspecified)
    ?	3%	4%
> CCC(=NCCN1CCOCC1)c1c(O)n(C2CCCCC2)c(=O)[nH]c1=O
    -5%	2%	.
> CCCCn1c(O)c(C=NC2CC3CCC2(C)C3(C)C)c(=O)[nH]c1=O (stereo unspecified)
    15%	-16%	3%
> CCCCCn1c(=O)c(C(=O)Nc2cc(C)ccn2)c(O)c2ccccc21
    1%	-8%	.
> CCCn1c(C)c(C(=O)c2ccc3ccccc3c2)c2ccccc21
    ?	.	-10%[56.1 µM]
> CCC(=NCc1ccc2c(c1)OCO2)c1c(O)n(C)c(=O)n(C)c1=O
    -3%	2%	2%
> c1cc2c(cc1[C@H]1OC[C@H]3[C@@H]1CO[C@@H]3c1ccc3c(c1)OCO3)OCO2
    0%	-5%	1%
> Nc1c(Cl)c(Cl)nc(C(=O)O)c1Cl
    15%	.	17%
> O=c1[nH]c(=S)[nH]c(O)c1N=Nc1ccc(OC(F)F)cc1
    -14%	-18%	2%
> CC(C)CC1C(C#N)=C(N)Oc2c1c(=O)oc1ccccc21 (stereo unspecified)
    9%	?	0%
> CCCN(CCC)C1Cc2cc(OC)c(OC)cc2C1
    -4%&-2%&5%	-18%	5%[56.1 µM]
> CCN(CC)c1ccc(/C=N/c2sc3c(c2C#N)C2CCN3CC2)c(O)c1
    13%	?	2%
> Cc1ccc(-n2c(/C=C/c3cccs3)nc3ccccc3c2=O)cc1C
    .	0%	10%

An excerpt from above, showing only FEN1 inhibitor.
SMILES	FEN1 inhibitor
C[C@]12CC[C@H](O)CC1=CC(=O)C1C2CC[C@]2(C)C(=O)CCC12 (stereo partly specified)	-3%
Cc1ccc(-n2c(/C=C/c3cccs3)nc3ccccc3c2=O)cc1C	0%
CCCN(CCC)C1Cc2cc(OC)c(OC)cc2C1	-18%

New compounds follow:
Values run as follows: N370S GC mod	FEN1 inhibitor	TDP1 block
> Cc1ccc(N)cc1C
    1%	-2%	5%
> COC(=O)C1=C(c2cccc(OC)c2OC)C[C@@H]2CC[C@H]1N2C
    .	3%	0%
> COc1cc2c(cc1OC)C(c1c(O)n(CCc3ccccc3)c(=S)[nH]c1=O)NCC2 (stereo unspecified)
    5%	-14%	3%
> CC(=O)N1N=C(c2cccnc2)OC1c1ccccc1Cl (stereo unspecified)
    -1%	4%	.
> Cc1cc(C)nc(NS(=O)(=O)c2ccc(N=Cc3c(O)n(C)c(=O)n(C)c3=O)cc2)n1
    -14%	2%	-8%
> CNCCc1ccc(OC)c(OC)c1
    6%	17%	.
> CC[C@]1(O)CC(O[C@@H]2CC(N(C)C)C(O)C(C)O2)c2c(cc3c(c2O)C(=O)c2c(O)ccc(O)c2C3=O)C1C(=O)OC (stereo partly specified)
    6%	.	10%[56.1 µM]
> CC(=O)O[C@@]12CO[C@@H]1C[C@H](O)[C@@]1(C)C(=O)[C@H](O)C3=C(C)[C@@H](OC(=O)[C@H](O)[C@@H](NC(=O)c4ccccc4)c4ccccc4)C[C@@](O)([C@@H](OC(=O)c4ccccc4)C12)C3(C)C (stereo partly specified)
    -19%	-10%	.
> Cc1nnc2ccc(N3CCN(C)CC3)nn12
    -10%	-3%	0%
> O=C(O)Cn1cc(C=C2C(=O)NC(=O)NC2=O)c2ccccc21
    -7%	-3%	.
> Cc1c(C(c2ccc(F)cc2)c2c(O)c3ccccc3oc2=O)c(=O)n(-c2ccccc2)n1C (stereo unspecified)
    2%	13%&-5%	3%&-5%
> CNC(=S)N1CC2CC(C1)c1cccc(=O)n1C2 (stereo unspecified)
    7%	12%	6%
> CCN(CC)C(=O)c1ccc(NC(=O)CCCSc2ccccc2)cc1
    0%	-15%	1%
> Cc1nc(CCl)cc(=O)[nH]1
    1%	-6%	-8%
> COc1ccc(-n2c(-c3ccc(C)cc3)nc3ccccc3c2=O)cc1
    14%	0%	2%
> COC(=O)C1=C(c2ccc3ccccc3c2)C[C@@H]2CC[C@H]1N2C(=O)NCc1ccc(F)cc1
    .	5%	1%
> C[C@@H]1NCCc2cc(O)c(O)cc21
    -5%	3%	9%[21 µM]
> C/C(=N\N1CCN(C)CC1)c1c(O)n(Cc2ccccc2)c(=O)[nH]c1=O
    15%	3%	0%
> Oc1ccc(Br)cc1CN1CCN(c2ccccc2)CC1
    -4%	-17%	0%
> C(=NC1CCCCC1)=NC1CCCCC1
    -1%	.	6%
> NC(=O)c1ccc(N)nc1
    -5%	-2%	2%
> CCOC(=O)c1c(-c2ccccc2)oc2ccc(OC(=O)N(C)C)cc12
    16%	-10%	0%
> COc1ccc(CCNCc2ccncc2)cc1OC
    0%	5%	1%
> CC[C@H](C)[C@H](NC(=O)[C@@H](N)Cc1ccc(O)cc1)C(=O)NCC(=O)N[C@@H](CO)C(=O)N[C@@H](CCCN=C(N)N)C(N)=O
    1%	.	6%
> OCc1cnc[nH]1
    -2%&2%	-13%	0%
> COC(=O)C1=C(c2c(C)noc2C)C[C@@H]2CC[C@H]1N2C(=O)NCCOc1ccccc1
    .	5%	0%
> Clc1cccc(C2NCc3ccccc3-n3cccc32)c1 (stereo unspecified)
    21%	7%	.
> Cc1c(O)c(O)cc2c1CC=C1[C@]3(C)CC[C@]4(C)CC[C@@](C)(C(=O)O)CC4[C@]3(C)CC[C@]12C (stereo partly specified)
    2%	.	13%[56.1 µM]

From PubChem
